# FLuc counter = firefly luciferase modulation, counter-screen for miR-21 project. Potency, µM (doses to about 57.5 µM), for inactives: top-dose activity change, negative = inhibition, actives largely listed as inhibitors. 360,000 tested, 6.9% active. P08659. AID 588342. purified FLuc, Km substrates, luminescence inhibition;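 note: potency is the fitted concentration of half-maximal effect; plate controls were vehicle for no effect and reference inhibitor for full effect; nearly all actives have a fitted effect of over 55% in size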
# Target sequence (P08659 whole entry, looked up): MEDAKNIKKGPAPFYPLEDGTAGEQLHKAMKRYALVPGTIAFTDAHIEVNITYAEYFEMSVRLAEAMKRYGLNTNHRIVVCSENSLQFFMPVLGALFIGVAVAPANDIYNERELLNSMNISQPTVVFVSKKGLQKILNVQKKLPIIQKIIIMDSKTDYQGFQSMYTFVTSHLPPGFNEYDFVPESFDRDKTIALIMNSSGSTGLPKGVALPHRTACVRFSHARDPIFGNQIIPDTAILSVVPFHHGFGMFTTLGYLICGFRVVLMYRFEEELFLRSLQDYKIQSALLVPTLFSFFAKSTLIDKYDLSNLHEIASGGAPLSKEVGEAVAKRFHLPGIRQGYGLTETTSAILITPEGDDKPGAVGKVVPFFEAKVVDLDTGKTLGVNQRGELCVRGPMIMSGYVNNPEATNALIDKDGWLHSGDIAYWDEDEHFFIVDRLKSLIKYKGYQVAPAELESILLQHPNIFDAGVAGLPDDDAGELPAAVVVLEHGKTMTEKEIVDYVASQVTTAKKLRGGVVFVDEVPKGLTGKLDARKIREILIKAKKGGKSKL
#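 Purified P. pyralis luciferase (10nM final) with 10uM D-luciferin and 10uM ATP (Km levels) in 50mM Tris acetate pH 7.5, 10mM Mg acetate, 0.01% Tween-20, 0.05% BSA; qHTS 6-point titration, ~60 µM downward; luminescence read.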
# RORgamma inh = blocks mouse ROR gamma transcriptional activity | P51450 | Drosophila S2 Gal4-RORgamma UAS-luciferase reporter, 20 h | Potency, µM (series often up to 53.6 µM), for inactives: top-dose activity change, negative = inhibition, most hits filed as inhibitors | 310,000 tested, 5.4% active; note: potency is the fitted concentration of half-maximal effect; % is set by controls: 0 for no effect and ±100 for the full control effect; nearly all actives have a fitted effect of over 60% in size
#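 In this cell-based reporter format, copper sulfate (700 uM final) drives Gal4–ROR gamma fusion expression from a metallothionein promoter in Drosophila Schneider cells; compounds preincubated 1 hr, reporter read after 20 hr at ambient temperature.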
# BRCA1 expr act = increases BRCA1 expression; MCF7-BRCA1-FFLuc reporter, luminescence, 48 h; response scale: scaled: vehicle 0%, 10 µM genistein 100%; Potency, µM (highest dose often 46.1 µM), for the others: at the top dose activation, usual class: activators; 380,000 tested, 1.1% active; note: potency is the fitted concentration of half-maximal effect; nearly all actives have a fitted effect of over 80% in size; some results filed as inactive show a strong effect at the top dose
#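 Using MCF7 cells harboring a BRCA1 firefly luciferase reporter, plated 2 h before compound pinning, the screen measured luminescence after 48 h incubation. Responses were normalized to DMSO and 10 microM genistein, then fitted for concentration-effect.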
# Rab9 prom act = activates the Rab9 promoter; Huh7 Rab9 promoter-luciferase reporter, luminescence, 24 h; Potency, µM (doses to about 9.22 µM), for the others: at the top dose activation, negative = inhibition, hits mostly activators; 320,000 tested, 2.8% active; AID 485297; note: potency is the fitted concentration of half-maximal effect; % of control where 0% means no effect; nearly all actives have a fitted effect of over 60% in size
#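 Steps: seed 1500 Huh7 Rab9-luc cells per well, rest 2 h at 37 °C; add compound in DMSO; incubate 24 h; add luciferase reagent, 10 min ambient; read luminescence.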
# ELG1 genotox = inducers of genotoxicity in HEK293T ELG1-luciferase cells; HEK293T ELG1-luciferase reporter, luminescence, 16 h; Potency, µM (top dose mostly 46 µM), for inactives: top-dose activity change, positive = activation, most hits filed as activators; 330,000 tested, 1.3% active; AID 504466; note: potency is the fitted concentration of half-maximal effect; % of control where 0% means no effect; nearly all actives have a fitted effect of over 60% in size
#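 After overnight (16 hr) compound treatment at 37 °C, ELG1-luciferase HEK293T cells were lysed with ONE-Glo; luminescence quantified 30 min later at room temperature.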
# VP16 counter = inhibits Gal4-VP16 luciferase reporter, ROR gamma counter-screen; Drosophila S2 Gal4-VP16 UAS-luciferase, luminescence, 20 h; Potency, µM (doses to about 53.6 µM), inactives show at the top dose activity, negative = inhibition, usual class: inhibitors; 310,000 tested, 3.5% active; AID 2546;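 note: Gal4-VP16 expression switched on by copper sulfate through the metallothionein promoter; potency is the fitted concentration of half-maximal effect; % is set by controls: 0 for no effect and ±100 for the full control effect; nearly all actives have a fitted effect of over 50% in size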
# ELG1 repair inh = blocks ELG1-dependent DNA repair in HEK293T cells; Potency, µM (titrated, usually from 46.1 µM), without a hit: at the highest dose activity change, negative = inhibition, usual class: inhibitors; AID 504467; HEK293T ELG1-luciferase reporter, luminescence, 16 h; DNA damage induced by 5-fluorouridine; 330,000 tested, 2.3% active; note: potency is the fitted concentration of half-maximal effect; % is set by controls: 0 for no effect and ±100 for the full control effect; nearly all actives have a fitted effect of over 55% in size
#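 Cells (2,000 per well) received 5-fluorouridine plus test compound or DMSO and were incubated 16 hr at 37 °C, 5% CO2. Luciferase activity was read by luminescence 30 min after ONE-Glo addition; signal suppression marked inhibition of damage-induced ELG1 function.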
# Tb PFK block = T. brucei PFK enzyme inhibition; T. brucei PFK, ADP-Glo luminescence; Potency, µM (titrated, usually from 57.5 µM), inactives show at the highest dose activity, negative = inhibition, usual class: inhibitors; 330,000 tested, 0.17% active; AID 485367;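 note: potency is the fitted concentration of half-maximal effect; 0% = uninhibited 1x PFK enzyme wells and -100% = no-enzyme wells; nearly all actives have a fitted effect of over 60% in size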
# Target sequence (O15648 whole entry, looked up): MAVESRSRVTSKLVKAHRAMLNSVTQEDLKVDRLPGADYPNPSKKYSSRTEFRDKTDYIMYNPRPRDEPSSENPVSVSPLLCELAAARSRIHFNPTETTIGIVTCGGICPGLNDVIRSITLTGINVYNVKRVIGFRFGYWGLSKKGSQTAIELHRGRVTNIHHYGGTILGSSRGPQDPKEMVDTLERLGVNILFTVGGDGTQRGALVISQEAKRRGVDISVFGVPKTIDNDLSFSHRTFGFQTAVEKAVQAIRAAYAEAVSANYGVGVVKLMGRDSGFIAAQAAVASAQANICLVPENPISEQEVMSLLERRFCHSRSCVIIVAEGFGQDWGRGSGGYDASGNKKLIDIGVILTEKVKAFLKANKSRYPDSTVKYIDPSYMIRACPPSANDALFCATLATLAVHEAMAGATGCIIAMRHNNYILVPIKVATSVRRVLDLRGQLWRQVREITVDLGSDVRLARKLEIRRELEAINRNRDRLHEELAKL
#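 Compounds were pin-transferred as a titration series up to 57 uM into substrate buffer (0.5 mM F6P, 0.1 mM ATP, pH 8.0), then 1.25 nM PFK was added and reactions ran 45 min before ADP-Glo detection.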
# TRPV1 agonist = agonists of human vanilloid receptor 1 (TRPV1). Q8NER1. TRPV1-expressing cells, Fluo-8 calcium influx, agonist mode. activation, % at 8.33 µM. 320,000 tested, 0.19% active. AID 540275; in the data active = activation above about 80%; inconclusive = between about 30% and that limit; note: 0% is about no effect
#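 Fluo-8 calcium influx in TRPV1-expressing cells, kinetic read (ex 480/em 520 nm). Compound added and read 3 min for agonist activity, followed by capsaicin at EC20 final and 2 min further read for enhancement.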
# NPC1 prom act = NPC1 promoter activation; Huh7 NPC1 promoter luciferase reporter, 24 h; Potency, µM (highest dose often 9.22 µM), inactives show at the highest dose activation, most hits filed as activators; 320,000 tested, 2.4% active; AID 485313;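 note: potency is the fitted concentration of half-maximal effect; % of control where 0% means no effect; nearly all actives have a fitted effect of over 60% in size; reporter is driven by a mutant NPC1 promoter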
#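 In 1536-well qHTS, Huh7 cells harboring an NPC1 promoter–luciferase construct received compound for 24 h; activation was quantified by luminescence following luciferase reagent addition.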
# p53 reactivation = mutant p53 re-activation in reporter cells | H1299 p53-A138V BP100-luciferase reporter, luminescence, 24 h | 320,000 tested, 0.063% active | Potency, µM (highest dose often 92.2 µM), inactives show at the top dose activity change, positive = activation, usual class: activators; note: potency is the fitted concentration of half-maximal effect; % of control where 0% means no effect; nearly all actives have a fitted effect of over 45% in size
#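 H1299 (p53-null), stable ts p53-A138V + BP100-Luc; 1000 cells/well, Opti-MEM/10% FBS; cpd 4 pt, 1:5; 24 h, 37 deg C, 5% CO2; detection reagent 10 min RT; luminescence.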
# * hit, by the source's call; ? = inconclusive; nt = not tested or not shown; & = joins results of further samples. Unless noted, calls come from the whole dose curve; as a rule, active = well fitted curve in the direction sought with a large enough effect; inconclusive = small, poorly fitted or top-dose-only effect, or another doubt; inactive = no such curve, though single readings can be large; an effect the other way counts as inactive or inconclusive.
item	molecule	FLuc counter	RORgamma inh	BRCA1 expr act	Rab9 prom act	ELG1 genotox	VP16 counter	ELG1 repair inh	Tb PFK block	TRPV1 agonist	NPC1 prom act	p53 reactivation
1	Cc1cnc(C(=O)OCC(=O)N2CCN(C(=O)c3ccco3)CC2)cn1	1%	-29%	-15%	7%	5%	-4%	4%	2%	-2	1%	-2%
2	COc1cc(OC)cc(C(=O)NCCSc2c[nH]c3ccccc23)c1	-3%	-8%	-40%	10%	-4%	-2%	6%	0%	?	6%	-1%
3	COc1ccc2nc(SCC(=O)N3CCN(c4ccc(F)cc4)CC3)c(C#N)cc2c1	-3%	-9%	10%	-5%	-2%	3%	?	11%	0	-1%	6%
4	OCCN(/C=N/c1nc(-c2ccc(Br)cc2)cs1)CCO	19µM*	26%	?	?	21µM*	23%	?	1%	-2	?	21%
5	Cc1ccc(S(=O)(=O)Nc2c(C)nn(C)c2C)c(C)c1	0%	nt	-26%	-3%	-5%	nt	4%	-1%	-4	0%	1%
6	CC1(C(=O)NCCCN2CCOCC2)Oc2cccnc2NC1=O (configuration not stated)	2%	-24%	10%	-1%	3%	7%	0%	2%	-6	-5%	2%
7	Cc1cccc(OCC(=O)NNC(=O)c2ccc([N+](=O)[O-])cc2)c1	-4%	-5%	-7%	-2%	2%	23%	20%	-2%	5	0%	5%
8	CCOCCOc1nc(C)cc(C)c1S(=O)(=O)c1ccccc1C	-11%	-4%	-5%	-1%	-3%	-10%	-1%	-7%	9	-1%	-1%
9	COc1ccc(C(=O)NCCCCNC(=O)c2ccc(OC)c(OC)c2)cc1OC	1%	-3%	-8%	0%	4%	0%	1%	-2%	-2	-3%	nt
10	COc1cccc(-n2c(=O)c3c(C)c(C(=O)N(C)C)sc3n(CC(=O)NCCc3ccc(OC)c(OC)c3)c2=O)c1	2%&4%	17%	-3%	-2%	0%	6%	?	-1%	-1	-6%	8%
11	COc1ccccc1NS(=O)(=O)c1cccc(C(=O)NCc2ccncc2)c1	3%	nt	-3%	-6%	-3%	nt	8%	-1%	4	-4%	0%
12	Cc1c(CCO)c(=O)n(-c2ccccc2)n1S(=O)(=O)c1ccc(Cl)cc1	-2%	-14%	0%	0%	5%	14%	6%	1%	7	-1%	8%
13	CCOC(=O)c1sc(C)c2c(=O)n(CCCN3CCOCC3)cnc12	5%	32%	4%	0%	4%	-4%	6%	-8%	5	0%	-2%
14	COc1ccc(S(=O)(=O)N2CCCCC2)cc1NC(=O)Cn1cnc2c1c(=O)n(C)c(=O)n2C	nt	nt	-13%	nt	7%	nt	12%	-2%	nt	nt	-7%
15	Cc1cccc(N(C)S(=O)(=O)c2ccc3[nH]c(=O)c(=O)[nH]c3c2)c1	2%	-1%	-5%	-1%	0%	-3%	-2%	1%	-2	2%	-2%

# The list goes on (2 carried over from the part before).
item	molecule	FLuc counter	RORgamma inh	BRCA1 expr act	Rab9 prom act	ELG1 genotox	VP16 counter	ELG1 repair inh	Tb PFK block	TRPV1 agonist	NPC1 prom act	p53 reactivation
14	COc1ccc(S(=O)(=O)N2CCCCC2)cc1NC(=O)Cn1cnc2c1c(=O)n(C)c(=O)n2C	nt	nt	-13%	nt	7%	nt	12%	-2%	nt	nt	-7%
15	Cc1cccc(N(C)S(=O)(=O)c2ccc3[nH]c(=O)c(=O)[nH]c3c2)c1	2%	-1%	-5%	-1%	0%	-3%	-2%	1%	-2	2%	-2%
16	CCc1nnc(NC(=O)CCC(=O)NC2CCCc3ccccc32)s1 (configuration not stated)	4%	-4%	-5%	-7%	16%	0%	23%	-4%	1	0%	5%
17	Cc1c(NC(=O)CN2CCCc3ccccc32)c(=O)n(-c2ccccc2)n1C	-1%	17%	-18%	7%	0%	-2%	5%	-5%	1	-4%	9%
18	CCOC(=O)c1cc([N+](=O)[O-])sc1NC(=O)CC	-2%	23%	4%	-1%	-5%	?	-9%	4%	-2	-1%	-11%
19	CCCCc1nnc(NC(=O)C2CC(=O)N(c3ccc(C)cc3)C2)s1 (configuration not stated)	0%	-9%	-22%	-3%	-4%	0%	-13%	-2%	-6	0%	-2%
20	Cc1cccc(NCc2nc(SCC(=O)Nc3ccccc3Br)n[nH]2)c1	-11%	24%	0%	-2%	-1%	0%	?	1%	3	-3%	nt
21	CCCCc1nc(Cl)c(C#N)c2c1CCCC2	-1%	-15%	-4%	-5%	-2%	0%	-13%	-3%	2	-3%	-12%
22	O=C(COC(=O)c1cc([N+](=O)[O-])ccc1NCCO)Nc1cccc(S(=O)(=O)N2CCCC2)c1	-2%	nt	-31%	-3%	-10%	nt	?	-2%	0	0%	-11%
23	Cc1oc(-c2ccc(Cl)cc2)nc1CS(=O)CC(=O)NCc1ccccn1 (configuration not stated)	-2%	?	-10%	-3%	-1%	2%	7%	1%	-2	0%	-4%
24	O=C(NC1CCCC1)C1C2C=CC3(CN(Cc4cccs4)C(=O)C13)O2 (configuration not stated)	-20%	-20%	-5%	-8%	1%	-1%	-4%	0%	-2	-2%	3%
25	COc1ccc(C(=O)Nc2ccccc2C(=O)Nc2ccccc2C(=O)O)cc1	0.48µM*	-18%	?	2.8µM*	2%	-22%	-3%	3%	-2	3.2µM*	-4%
26	Oc1ccc(Nc2nc(-c3cccs3)cs2)cc1	?	5%	-48%	-4%	4%	-8%	1%	-4%	1	-2%	12%
27	OCCN(Cc1ccccc1)Cc1ccc(Cl)cc1Cl	0%	0%	0%	-1%	1%	-17%	-5%	2%	11	2%	-2%
28	Cc1ccc(-c2nc(CCN3C(=O)c4ccccc4C3=O)cs2)cc1	?	4%	9%	2%	1%	3%	23%	0%	12	-3%	4%
29	NC(=O)c1nn(-c2ccccc2)nc1NC(=O)Cn1nnc(-c2ccccc2)n1	1%	-56%	-19%	-10%	?	?	-2%	10%	1	-2%	3%
30	COC(=O)CCC(=O)NNC(=O)c1cccc(Br)c1	2%	-9%	-53%	9%	0%	5%	0%	0%	-2	-2%	3%
31	COc1ccc(C2NCCn3cccc32)cc1 (configuration not stated)	3%	-32%	16%	0%	3%	-1%	-6%	1%	0	-3%	-5%
32	CCn1cc(CN2CCN(Cc3ccc(OC)c(C)c3C)C(CCO)C2)c(C)n1 (configuration not stated)	1%	6%	0%	-2%	-4%	-4%	?	-3%	-2	-8%	2%
33	Cc1ccc(-n2c(C)c3c(C)nnc(C)c3c2C)cc1	0%	?	nt	4%	-1%	0%	-5%	4%	1	-2%	2%
34	O=C(CCn1cncn1)N1CCN(S(=O)(=O)c2ccc(Cl)cc2)CC1	1%	0%	-3%	0%	1%	0%	4%	2%	4	-2%	-1%
35	Cc1ccc(-n2[nH]c(C)c(/C=N/N3C(=O)c4cccc5cccc(c45)C3=O)c2=O)cc1	?	6.3µM*	-18%	-15%	?	13µM*	?	-3%	1	-2%	5%
36	Cc1ccccc1C(=O)Nc1nnc(-c2ccc(F)cc2)o1	-13%	1.3µM*	-14%	-6%	23%	0.45µM*	-8%	-5%	1	6%	23%
37	CCc1nc2ccccc2n1CCC(C)C	0%	10µM*	-9%	0%	-3%	13µM*	0%	0%	1	-3%	1%
38	CCC1CO/C(=C(\C(Cl)=C(Cl)Cl)[N+](=O)[O-])N1 (configuration not stated)	5%	-30%	3%	-9%	7%	-5%	7%	-6%	7	-3%	-3%
39	Cc1ccc(NC2=C(CC(=O)O)C(c3ccccc3)N(c3ccc(C)cc3)C2=O)cc1 (configuration not stated)	?	16%	1%	-1%	5%	8%	13%	7%	-1	-1%	?

# In the list so far, two contain a COOH group:
item	molecule	FLuc counter	RORgamma inh	BRCA1 expr act	Rab9 prom act	ELG1 genotox	VP16 counter	ELG1 repair inh	Tb PFK block	TRPV1 agonist	NPC1 prom act	p53 reactivation
25	COc1ccc(C(=O)Nc2ccccc2C(=O)Nc2ccccc2C(=O)O)cc1	0.48µM*	-18%	?	2.8µM*	2%	-22%	-3%	3%	-2	3.2µM*	-4%
39	Cc1ccc(NC2=C(CC(=O)O)C(c3ccccc3)N(c3ccc(C)cc3)C2=O)cc1 (configuration not stated)	?	16%	1%	-1%	5%	8%	13%	7%	-1	-1%	?

# Screens from PubChem BioAssay.
